Screening results (PubChem)
GIRK2 activator = Activates human GIRK2-containing potassium channels; P48051; HEK293 GIRK2/NPY4 cells, thallium flux fluorescence; activation (% efficacy), % for hits at 37.5 µM; 34,000 tested, under 10 active;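 active means primary screen hit, no activity in plain HEK293 cells, and in GIRK2-only cells above 5% efficacy rising with concentration; inactive means the rest, including fluorescent compounds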;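 further: efficacy is normalized control-subtracted fluorescence 15 s after thallium addition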
Target sequence (P48051 whole entry, looked up): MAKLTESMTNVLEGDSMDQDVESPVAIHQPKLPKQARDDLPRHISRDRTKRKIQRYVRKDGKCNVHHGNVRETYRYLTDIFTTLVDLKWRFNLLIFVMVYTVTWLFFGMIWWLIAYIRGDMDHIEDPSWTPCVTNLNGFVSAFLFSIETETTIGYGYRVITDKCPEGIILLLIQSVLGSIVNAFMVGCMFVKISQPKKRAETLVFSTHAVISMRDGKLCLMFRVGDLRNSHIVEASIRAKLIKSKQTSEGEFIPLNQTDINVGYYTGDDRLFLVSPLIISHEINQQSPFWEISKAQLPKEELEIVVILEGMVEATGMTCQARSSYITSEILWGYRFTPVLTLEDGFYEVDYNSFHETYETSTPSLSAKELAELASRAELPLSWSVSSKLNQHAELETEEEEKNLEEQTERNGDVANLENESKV
Calls only; i = inactive.

SMILES	GIRK2 activator
Cn1cccc1C(O)CNS(=O)(=O)c1ccc(F)c(Cl)c1 (configuration not stated)	i
CCc1ccccc1NC(=O)C(=O)NCC1CCN(c2ccccn2)CC1	i
O=C(Nc1ccccc1Cl)C1COCC(=O)N1Cc1ccccc1 (configuration not stated)	i
Cn1nc(C2CCCN(C(=O)NCc3cccs3)C2)n(-c2ccccc2)c1=O (configuration not stated)	i
O=S(=O)(NCCOc1ccc(-c2ccc(F)cc2)nn1)c1ccc2c(c1)OCCO2	i
O=C(NCCN1CCn2cc(OCc3ccccc3)c(=O)cc2C1=O)C1CC1	i
CCCCc1ccc(Nc2nc(N3CCOCC3)c3[nH]cnc3n2)cc1	i
COc1cccc(CCNC(=O)C2(c3ccc(F)cc3)CC2)c1	i
Cc1ccsc1C(O)CNC(=O)C(=O)Nc1ccccc1Cl (configuration not stated)	i
COc1nn(C)cc1-c1nnc(SCC(=O)Nc2cccc(C)c2C)n1C	i
CNC(=O)c1ccsc1NC(=O)C1CCCN1S(C)(=O)=O (configuration not stated)	i
COc1ccc(S(=O)(=O)CCCC(=O)Nc2sc3c(c2C#N)CCCCC3)cc1	i
COc1ccccc1Cc1noc(C2CN(C(=O)c3cncc(Br)c3)C2)n1	i
O=C(CCCS(=O)(=O)c1ccccc1)Nc1nc(-c2nc3ccccc3s2)cs1	i
Cc1nn(C)cc1CNC(=O)c1ccc2c(c1)OCO2	i
O=C(COc1ccccc1)Nc1noc2ncccc12	i
CCn1nc(C(=O)Nc2nc3cc4c(cc3s2)OCO4)cc1C	i
COc1ccc2nc(-c3cccc(NC(=O)c4cccc(C(F)(F)F)c4)c3)cn2n1	i
COc1ccc(CNC(=O)C(=O)NCC(c2cccc3ccccc23)N2CCCC2)cc1 (configuration not stated)	i
O=C(c1ccncc1)N1CCC(c2nnc(-c3ccc(F)cc3)o2)CC1	i
COc1cn(CC(=O)Nc2ccc(C(C)=O)cc2)c(CSc2ncccn2)cc1=O	i
COc1ccc(NC(=O)C(=O)NCC2CCN(Cc3ccco3)CC2)cc1OC	i
O=C(NCCS(=O)(=O)N1CCN(c2ncccn2)CC1)c1cc(Cl)ccc1Cl	i
CC(C)N(C(=O)Cn1c(C2CC(=O)N(Cc3ccc(F)cc3)C2)nc2ccccc21)C(C)C (configuration not stated)	i
O=C(Nc1ccc(F)c(C(F)(F)F)c1)c1ccc(=O)n(Cc2cccc([N+](=O)[O-])c2)c1	i

The list goes on; it opens with the four that closed the last part.
SMILES	GIRK2 activator
COc1ccc(NC(=O)C(=O)NCC2CCN(Cc3ccco3)CC2)cc1OC	i
O=C(NCCS(=O)(=O)N1CCN(c2ncccn2)CC1)c1cc(Cl)ccc1Cl	i
CC(C)N(C(=O)Cn1c(C2CC(=O)N(Cc3ccc(F)cc3)C2)nc2ccccc21)C(C)C (configuration not stated)	i
O=C(Nc1ccc(F)c(C(F)(F)F)c1)c1ccc(=O)n(Cc2cccc([N+](=O)[O-])c2)c1	i
COC(=O)c1c2c(nc3c1c(-c1cccs1)nn3C1CCS(=O)(=O)C1)CCC2 (configuration not stated)	i
CC(=O)N1CCN(c2cc3c(cc2F)c(=O)c(C(=O)Nc2nc(C)c(C)s2)cn3C2CC2)CC1	i
O=C(NCC(c1cccc2ccccc12)N1CCCC1)C(=O)NC1CCCC1 (configuration not stated)	i
Cc1cc(C)n(-c2nc3c(c(=O)n(CC(N)=O)c(=O)n3C)n2Cc2ccccc2)n1	i
COc1ccc(S(=O)(=O)N2CCC(C(=O)Nc3nc4ccc(NC(C)=O)cc4s3)CC2)cc1	i
Cc1cc(C(=O)N2CCOCC2)nn1CC(=O)NC1CCCCC1	i
CC(C)C(=O)Nc1ccc(SCC(=O)Nc2ccc3c(c2)OCCO3)nn1	i
COc1ccc(-n2ccn(CC(=O)Nc3cc(C)ccc3OC)c2=O)cc1	i
CCOC(=O)N1CCC(NC(=O)C(=O)Nc2ccc(C)c(C)c2)CC1	i
COc1ccccc1NC(=O)CN(C)S(=O)(=O)c1ccc(C)cc1	i
COc1cccc(S(=O)(=O)NCCNc2cc(-n3ccnc3C)ncn2)c1	i
Cn1nnc2c(N3CCN(CC(=O)NCC4CCCO4)CC3)ncnc21 (configuration not stated)	i
Cc1nn(C2CCS(=O)(=O)C2)c2nc(-c3ccccc3)cc(C(=O)N3CCC(C)CC3)c12 (configuration not stated)	i
COc1ccc(-c2nnc(NC(=O)c3cccs3)o2)cc1OC	i
Cc1noc(C)c1S(=O)(=O)N1CCC(c2nnc(-c3ccc(F)cc3)o2)CC1	i
O=C(NCCCn1nc(-c2ccc(Cl)cc2)ccc1=O)Nc1cc(F)ccc1F	i
CC(=O)Nc1ccc(NC(=O)Cc2cc(-c3ccc(C)cc3)on2)cc1	i
CCOC(=O)c1ccc(NC(=O)CCc2csc(NC(=O)c3ccc(F)cc3)n2)cc1	i
Cc1ccc(Cn2nc3ccc(S(=O)(=O)N4CCSCC4)cn3c2=O)cc1C	i
CC1(C)C2CCC1(C)C(OCC(O)CN(CCO)CCO)C2 (configuration not stated)	i
CS(=O)(=O)N1CCC(C(=O)Nc2nnc(-c3ccc4c(c3)CCCC4)o2)CC1	i
COCCNc1oc(-c2ccc(S(=O)(=O)N3CCc4ccccc4C3)cc2)nc1C#N	i
COc1cc(OC)cc(C(=O)NC2CNC(=O)C2)c1 (configuration not stated)	i
COc1ccc(C(CNC(=O)C(=O)Nc2cccc(C)c2)N2CCOCC2)cc1 (configuration not stated)	i
NS(=O)(=O)c1ccc(N=Cc2ccccc2[N+](=O)[O-])cc1	i
SMILES	GIRK2 activator
CC1Cc2c(NC(=O)c3cccs3)nn(C)c2NC1=O (configuration not stated)	i
O=C(NCc1cc(-c2ccc(F)cc2F)on1)C12CC3CC(CC(C3)C1)C2	i
COc1ccc(S(=O)(=O)N2CCN(c3ccc(Nc4cccc(C)n4)nn3)CC2)cc1Cl	i
O=C(CCCc1ccccc1)Nc1ccc2c(c1)N(C(=O)c1ccco1)CC2	i
O=C(NCc1ccsc1)c1ccc(Br)cc1	i
Nc1nc(SCC(=O)Nc2cccc(Cl)c2)ncc1S(=O)(=O)c1ccc(Cl)s1	i
CC(C)OCCCNc1nc2c(c(=O)[nH]c(=O)n2C)n1Cc1ccc(F)cc1	i
Cc1nc2ccccn2c1C(=O)NCC(c1ccco1)N1CCOCC1 (configuration not stated)	i
O=C(CN1CCN(c2ccc(F)c(F)c2)C1=O)Nc1cccc2nsnc12	i
CCc1ccc(S(=O)(=O)N2CCN(Cc3nnnn3-c3cccc(F)c3)CC2)s1	i
NS(=O)(=O)c1ccc(CCNC(=O)Cc2cc(-c3ccco3)on2)cc1	i
Cc1cccc2sc(N(Cc3ccncc3)C(=O)c3ccc([N+](=O)[O-])cc3)nc12	i
COc1cccc(NC(=O)C(=O)NCC(c2ccco2)N(C)C)c1 (configuration not stated)	i
O=C(NCc1ccco1)NC1(c2nc(-c3ccsc3)no2)CCCCC1	i
Cc1ccnc(C(=O)Nc2ccncc2)n1	i
CCn1ccc(C(=O)Nc2nc(-c3nc4ccccc4s3)cs2)n1	i
COc1ccc(S(=O)(=O)NCC(c2cccn2C)N2CCCC2)c(OC)c1 (configuration not stated)	i
O=C(CCCn1nc(-c2cccs2)ccc1=O)Nc1ccc(-c2cn3c(n2)SCC3)cc1	i
O=C(NCCc1ccc(Cl)cc1)C(=O)Nc1ccc(F)c([N+](=O)[O-])c1	i
O=C(Cn1cnc(-c2ccccc2)cc1=O)N1CCOCC1	i
CCn1c(N2CCCCC2)nc2c1c(=O)n(Cc1ccc(Cl)cc1)c(=O)n2C	i
CN(C)c1cccc(C(=O)Nc2ccc(CC(=O)NC(C)(C)CO)cc2)c1	i
Cn1c(=O)c2cc(C(=O)NCCCn3ccnc3)sc2n(C)c1=O	i
COCCn1c(SCc2cccc(Cl)c2)nc2cc(C(=O)NC3CCCC3)ccc2c1=O	i
Cn1nc(CNC(=O)CSc2nc3ccccc3s2)c2ccccc2c1=O	i

Looked up one by one from above (two):
SMILES	GIRK2 activator
O=C(CN1CCN(c2ccc(F)c(F)c2)C1=O)Nc1cccc2nsnc12	i
NS(=O)(=O)c1ccc(CCNC(=O)Cc2cc(-c3ccco3)on2)cc1	i

Part of the list above, field by field:
Cc1nc2ccccn2c1C(=O)NCC(c1ccco1)N1CCOCC1 (configuration not stated)
  GIRK2 activator: i

O=C(CN1CCN(c2ccc(F)c(F)c2)C1=O)Nc1cccc2nsnc12
  GIRK2 activator: i

CCc1ccc(S(=O)(=O)N2CCN(Cc3nnnn3-c3cccc(F)c3)CC2)s1
  GIRK2 activator: i

NS(=O)(=O)c1ccc(CCNC(=O)Cc2cc(-c3ccco3)on2)cc1
  GIRK2 activator: i

Back to the main list with the 3 entries that preceded the break.
SMILES	GIRK2 activator
Cn1c(=O)c2cc(C(=O)NCCCn3ccnc3)sc2n(C)c1=O	i
COCCn1c(SCc2cccc(Cl)c2)nc2cc(C(=O)NC3CCCC3)ccc2c1=O	i
Cn1nc(CNC(=O)CSc2nc3ccccc3s2)c2ccccc2c1=O	i
COc1ccc(NC(=O)Cn2nc(SC)c(S(=O)(=O)c3ccc(C)cc3)c2N)cc1Cl	i
CCCNC(=O)Cn1nc2c(c1NC(=O)c1ccccc1SCC)CSC2	i
COc1ccc(C(F)(F)F)cc1NC(=O)CCCn1nc(-c2ccccc2)ccc1=O	i
O=S(=O)(NCC1CCN(Cc2ccco2)CC1)c1ccc2c(c1)OCCO2	i
O=C(Cn1nc(-c2ccco2)c2sc(N3CCCC3)nc2c1=O)Nc1cc(Cl)cc(Cl)c1	i
COc1ccc(C(=O)C2C(=O)N(c3ccccc3)N=C2C)cc1OC (configuration not stated)	i
CC(C)CNC(=O)CCn1cnc2c(cnn2-c2ccccc2)c1=O	i
O=C(Nc1ccc2c(c1)OCO2)N1CCN(c2ccc3nncn3n2)CC1	i
O=C(Nc1ccc(N2CCCS2(=O)=O)cc1)Nc1cccc(Cl)c1	i
CC(C)c1nnc(C2CCN(C(=O)c3ccc(S(=O)(=O)N4CCOCC4)cc3)CC2)o1	i
COc1cc(NC(=O)c2csc(Nc3ccccc3)n2)cc(OC)c1OC	i
COc1ccc(NC(=O)c2ccc(=O)n(Cc3ccc(F)cc3)c2)cc1OC	i
COc1cccc2c1OC1(CCN(C)CC1)N1N=C(c3ccc4c(c3)OCO4)CC21 (configuration not stated)	i
COc1ccc(OC)c(S(=O)(=O)N2CCN(C(=O)c3ccco3)CC2)c1	i
COc1ccc(CC(=O)NCCCN2CCOC(c3ccccc3)C2)cc1 (configuration not stated)	i
COc1ccc(OC)c(NC(=O)NCCNc2cc(-n3nc(C)cc3C)nc(C)n2)c1	i
COC(=O)N1CCC(CNC(=O)C(=O)NC2CC2)CC1	i
COc1ccccc1NC(=O)CCc1sc(C)nc1-c1cccs1	i
COC(=O)c1sccc1S(=O)(=O)N1CCC(c2nnc(-c3ccco3)o2)CC1	i
Cc1cc(C(=O)N2CC(C(=O)NCC(F)(F)F)C2)no1	i
Cc1cc(C)n(-c2cc(N3CCCC(C(=O)Nn4cnnc4)C3)ncn2)n1 (configuration not stated)	i
O=C(c1ccccc1C(F)(F)F)N1CCOC(c2ccccc2)C1 (configuration not stated)	i
COC(=O)c1ccc(NC(=O)c2csc(Nc3ccccc3)n2)cc1	i
CCCOC(=O)c1cc2cccc(OC)c2oc1=O	i
Cn1nc(C2CCCN(C(=O)CCn3cnc4ccccc4c3=O)C2)n(-c2ccccc2)c1=O (configuration not stated)	i
SMILES	GIRK2 activator
O=C(Cn1cnc2ccccc2c1=O)N1CCC(Cn2cccn2)CC1	i
CCc1ccccc1NC(=O)Cc1csc(SCC(=O)c2ccc(OC)cc2)n1	i
O=C1S/C(=C\c2cccc([N+](=O)[O-])c2)C(=O)N1c1ccc(F)cc1	i
O=C(COc1ccc(Cl)cc1Cl)Nc1cccc(N2CCCCC2=O)c1	i
CC(C)(C)C(=O)N1CCC(c2nnc(-c3ccco3)o2)CC1	i
COc1ccc2nc(-c3cccc(NS(=O)(=O)c4ccc(OC)c(OC)c4)c3)cn2n1	i
O=C(OCc1cc(-c2cccs2)on1)C1CCCCC1	i
COc1ccc(CCNC(=O)Nc2ccc(N3CCCS3(=O)=O)cc2)cc1	i
Cc1cc(C)c(NC(=O)Cn2c(=O)n(C3CC3)c(=O)c3nscc32)c(C)c1	i
O=C(Nc1cccc([N+](=O)[O-])c1)c1ccc(=O)n(Cc2cccc(F)c2)c1	i
Cc1cc(CN2CCC(CNC(=O)C(=O)NCc3ccc4c(c3)OCO4)CC2)c(C)o1	i
COc1cn(CC(=O)Nc2ccc([N+](=O)[O-])cc2)c(CSc2nnnn2C)cc1=O	i
COc1ccccc1Cc1noc(C2CN(C(=O)C3CC=CCC3)C2)n1 (configuration not stated)	i
CC1C(=O)NCCN1C(=O)CCCSc1ccc(F)cc1 (configuration not stated)	i
Cc1cc(NC(=O)Cn2nc(S(=O)(=O)c3ccccc3)ccc2=O)ccc1Br	i
CCCN1C(=O)CCc2cc(NC(=O)c3cc(OCC)c(OCC)c(OCC)c3)ccc21	i
CCC(=O)c1ccc(OCC(O)CN2C(C)(C)CC(O)CC2(C)C)cc1 (configuration not stated)	i
COc1cn(CC(=O)Nc2ccc([N+](=O)[O-])cc2)c(CSc2nccn2C)cc1=O	i
Cc1c(C(=O)N2CCN(CCO)CC2)c(C(F)(F)F)nn1Cc1ccco1	i
COCCn1c(=NC(=O)c2ccn(C)n2)sc2cc(S(N)(=O)=O)ccc21	i
Cn1nnc2c(N3CCN(C(=O)c4cc5ccccc5o4)CC3)ncnc21	i
C=C(C)Cn1c(=O)c2c(nc3n(-c4cc(OC)ccc4OC)c(-c4ccccc4)cn23)n(C)c1=O	i
CCOc1ccc2ccccc2c1C(=O)NCC1CCN(Cc2ccco2)CC1	i
Cc1ccc(-n2nc3c(c2NC(=O)C(=O)NC2CCCCCC2)CSC3)c(C)c1	i
COc1ccc(C(=O)Nc2nnc(Cc3ccc(Cl)s3)o2)cc1OC	i
NC(=O)Cn1nnn(-c2ccc(NS(=O)(=O)C3CC3)cc2)c1=O	i
COc1ccccc1NC(=O)CSc1ncnc2c1nnn2C	i
O=C(NCCc1cccs1)c1nnn(-c2ccccc2Cl)c1-c1ccncc1	i
O=C(/C=C/c1ccc([N+](=O)[O-])cc1)N(Cc1ccncc1)c1nc2c(F)cc(F)cc2s1	i
CCOc1ccc2nc(N(CCCN3CCOCC3)C(=O)c3ccn(C)n3)sc2c1	i

A portion of the library (hit frequency here may not be typical).
